# Assay outcomes: PubChem BioAssay, National Center for Advancing Translational Sciences (NCATS)
# PLK1 PBD inh: inhibitors of human PLK1 polo-box domain binding; P53350; Plk1 PBD binding of FITC phosphopeptide, fluorescence polarization; 2.8% of 360,000 active; Potency, µM, without a hit: max response, negative = inhibition, hits mostly inhibitors; also: potency is read from the fitted curve at half-maximal effect; series mostly up to about 57 µM; % is scaled to controls: 0 for no effect and ±100 for the full control effect; nearly all actives have a fitted effect of over 65% in size
# PI5P4K alpha inh: inhibitors of human PI5P4K alpha | P48426 | PI5P4Kalpha enzyme, ADP-Glo luminescence, 60 min; active compounds read low | max response, % | 1.2% of 330,000 active; active = max response of -50% or lower; inconclusive = between -30% and -50%; inactive = -30% or higher; also: value at the top dose of about 77 µM; % is scaled to controls: 0 for no effect and ±100 for the full control effect
# Target sequence (P48426 whole entry, looked up): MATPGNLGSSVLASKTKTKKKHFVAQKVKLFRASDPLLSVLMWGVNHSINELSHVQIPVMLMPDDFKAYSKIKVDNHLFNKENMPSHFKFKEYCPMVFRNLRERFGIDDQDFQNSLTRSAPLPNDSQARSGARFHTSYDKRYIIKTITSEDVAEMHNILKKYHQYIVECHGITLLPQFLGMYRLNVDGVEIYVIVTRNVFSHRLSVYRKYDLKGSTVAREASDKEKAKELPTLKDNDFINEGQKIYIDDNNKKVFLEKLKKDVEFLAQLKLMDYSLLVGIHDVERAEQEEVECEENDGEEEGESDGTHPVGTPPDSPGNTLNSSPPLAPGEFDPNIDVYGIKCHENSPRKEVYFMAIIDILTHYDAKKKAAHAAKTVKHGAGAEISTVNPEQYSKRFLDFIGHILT
#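 Single end-point luminescence (ADP-Glo) quantified ADP from PI5P4Kalpha turnover; ATP 5 microM final, 1 h at RT, 0.1% CHAPS and 0.28 mM EGTA in HEPES pH 7.4.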
# WRN inhibitor: WRN helicase (human) inhibition. Q14191. Potency, µM (highest dose often 114 µM), inactives show at the top dose activity change, negative = inhibition, most hits filed as inhibitors. 0.46% of 360,000 active. WRN helicase unwinding, fluorescent forked duplex, kinetic; also: potency is read from the fitted curve at half-maximal effect; % is scaled to controls: 0 for no effect and ±100 for the full control effect; nearly all actives have a fitted effect of over 55% in size
#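 Fluorescence dequenching readout, ex 525 nm/em 598 nm, kinetic mode: forked duplex DNA (100 nM final) with adjacent fluorophore and quencher unwound by WRN (20 nM final) with 2 mM ATP. Compound preincubation 15 min, room temperature.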
# GLP-1R agonist: GLP-1 receptor (human) agonism; P43220; Potency, µM (top dose mostly 45.6 µM), for inactives: top-dose activation, actives largely listed as activators; HEK293 GLP-1R CRE-luciferase, luminescence, 4-6 h; cells express a hypersensitive GLP-1R form; AID 624172; 0.007% of 380,000 active; also: potency is read from the fitted curve at half-maximal effect; % of control where 0% means no effect
# D3 antag: D3 dopamine receptor (human) antagonism. P35462. D3R cells, DiscoveRx beta-arrestin luminescence, antagonist mode; active compounds read low. max response, negative = inhibition, %. 2.5% of 360,000 active. AID 652054; in the data active = max response below about -50%; inconclusive = no clear call, values can overlap the other calls; also: % is scaled to controls: 0 for no effect and ±100 for the full control effect; mostly tested at two doses, the higher about 12 µM
# Target sequence (P35462 whole entry, looked up): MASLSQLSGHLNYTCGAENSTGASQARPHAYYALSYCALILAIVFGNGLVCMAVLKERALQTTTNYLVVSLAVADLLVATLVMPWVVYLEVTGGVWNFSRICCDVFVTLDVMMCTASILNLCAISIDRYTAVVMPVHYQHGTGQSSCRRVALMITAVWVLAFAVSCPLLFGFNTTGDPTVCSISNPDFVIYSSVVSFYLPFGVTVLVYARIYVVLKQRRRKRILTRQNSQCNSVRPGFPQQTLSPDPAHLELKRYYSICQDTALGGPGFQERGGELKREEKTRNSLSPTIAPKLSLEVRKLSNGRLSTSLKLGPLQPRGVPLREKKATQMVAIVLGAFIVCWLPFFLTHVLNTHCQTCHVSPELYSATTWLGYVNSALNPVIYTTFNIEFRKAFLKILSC
#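 Cells plated overnight at 1500 cells/well, then exposed to library compounds with dopamine controls for 90 minutes at 37 degrees C. DiscoveRx reagent added for 30–60 minutes at room temperature; luminescence read, quantitative HTS format.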
# D3 ag: agonists of human D3 dopamine receptor; max activation, %; 0.58% of 410,000 active; P35462; D3R DiscoveRx beta-arrestin cells, luminescence, 90 min; in the data active = max activation above about 30%; also: 0% is about no effect; mostly tested at two doses, the higher about 12 µM
#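 Agonist-mode cell screen: cells plated at 1500/well and incubated overnight at 37 °C, then exposed to library compounds for 90 min at 37 °C. Detection reagent was added for 30–60 min at room temperature, and luminescence was read.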
# GLP-1R inv ag: inverse agonists of human GLP-1 receptor; P43220; HEK293 GLP-1R CRE-luciferase, luminescence, 24 h; GLP-1R form is constitutively active; Potency, µM (doses to about 38.3 µM), inactives show at the highest dose activity change, negative = inhibition, actives largely listed as inhibitors; 1.6% of 410,000 active; also: potency is read from the fitted curve at half-maximal effect; % is scaled to controls: 0 for no effect and ±100 for the full control effect; nearly all actives have a fitted effect of over 55% in size
#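 Inverse agonists were sought by their lowering of basal cAMP reporter luciferase output in HEK293 cells stably carrying constitutively active human GLP-1R, after 24 h compound treatment.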
# IL2 activator: activators of IL-2 | AID 652025 | 0.065% of 360,000 active | activation, % (series mostly up to about 46 µM) | IL-2 activation reporter assay, cell-based qHTS; stimulated with anti-CD3/CD4/CD28 beads; in transgenic mouse T cells; in the data active = activation above about 50%; inconclusive = mostly about 30% to 49%; also: 0% is about no effect
#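 Readout is EGFP and DsRed signal by fluorescent plate cytometry after 18 h at 37 degrees C. Transgenic mouse T cells (750/well) received compound for 60 min before bead stimulation (anti-CD3, anti-CD4, anti-CD28); memory T cells served as non-tolerant control.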
# GLP1R cytotox: cytotoxicity in counter-screen for GLP-1R inverse agonists; HEK293 cAMP-luciferase reporter cells, luminescence, 24 h; Potency, µM (highest dose often 38.3 µM), without a hit: top-dose activity change, negative = inhibition, usual class: inhibitors; 0.13% of 410,000 active; AID 624418;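 also: loss of luciferase light is scored as toxicity; potency is read from the fitted curve at half-maximal effect; % is scaled to controls: 0 for no effect and ±100 for the full control effect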
#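 Step one: seed cells (200 cells/uL, DMEM with 10% Nu serum, 1% pen-strep). Step two: 12-hour incubation at 37 deg C. Step three: pin 23 nL compound, incubate 24 hr. Step four: add luciferase reagent, read luminescence 12 min later.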
# Active calls of the source: *; ? = inconclusive; · = not tested or not shown; [ ] = another dose, or the depositor's remark. Unless noted, calls follow the shape of the dose curve; as a rule, active = well fitted curve in the direction sought with a large enough effect; inconclusive = small, poorly fitted or top-dose-only effect, or another doubt; inactive = no such curve, though single readings can be large; an effect the other way counts as inactive or inconclusive.
SMILES,PLK1 PBD inh,PI5P4K alpha inh,WRN inhibitor,GLP-1R agonist,D3 antag,D3 ag,GLP-1R inv ag,IL2 activator,GLP1R cytotox
CC(C)(C)c1ccc(-c2ccc3c(c2)S(=O)(=O)c2ccccc2C3=O)cc1,-4%,2,-8%,-3%,-5,-16,19%,0.2,-4%
CCOC(=O)c1sc2nc(CN3CCN(c4cccc(C(F)(F)F)c4)CC3)[nH]c(=O)c2c1C,-7%,-4,-17%[57.1 µM],-1%,-6,-6,-8%,-4.5,15%
COc1ccc(/C=C(\C#N)C(=O)Nc2cccc3ncccc23)cc1OC,-10%,-1,-4%,1%,5,-11,58%[activator],-0.4,79%[activator]
COC(=O)c1ccc2nc(-c3cccc(Br)c3)c(Cc3cccc(F)c3)n2c1,-11%,-4,5%,6%,0,-7,-15%,1.6,-2%
CCC(=O)Nc1cccc(-c2nnc(-c3ccccc3)o2)c1,-2%,6,-6%,7%,26,8,69%[activator],-0.4,-7%
CCC(C)C(=O)Nc1cc(C(=O)OC)ccc1C(=O)OC (centres undefined),-7%,·,-8%,19%,-23,-17,28%,-1.0,5%
CCOC(=O)C1C2C=CC3(CN(Cc4ccccc4)C(=O)C13)O2 (centres undefined),-5%,-4,1%,-13%,4,7,-1%[0.307 µM],2.5,-1%[0.307 µM]
Cc1cc(C)c2nc(Cl)c(C3NC(=O)c4ccccc4N3)cc2c1 (centres undefined),-13%,-2,10%,3%,-13,-8,-2%,-0.2,16%
CCOC(=O)/C(=N\Nc1ccccc1)S(=O)(=O)c1ccccc1,-4%,·,-5%,8%,8,11,?,1.2,-5%
CCOC(=O)c1cc(-c2nnc(-c3ccc(Oc4ccccc4)cc3)o2)c(C)nc1C,2%,-5,7%,-5%,26,3,-7%,-4.3,1%
CCN(CC)S(=O)(=O)c1ccc(N2CCOCC2)c(NC(=O)COc2ccc(OC)cc2)c1,-8%,-1,-4%,27%,13,1,?,-0.1,4%
CCCCN(CC)C(=O)c1cc2c(=O)[nH]c3ccc(C)cc3c2s1,-2%,3,-8%,6%,19,5,21%,0.1,4%
CS(=O)(=O)N1CCN(C(=O)c2ccc(Cl)s2)CC1,?,-13,-2%,-3%,-3,9,1%,3.5,0%
Oc1ccc2ccccc2c1CN1CCCC1,?,-4,0%,-1%,11,6,-30%,0.2,-22%
CN(C)/C=C/C(=O)c1cnc(-c2ccccc2)s1,3%,-2,-3%,7%,1,13,4%,-0.3,-13%
NC(=O)CN(c1ccc(Cl)cc1)S(=O)(=O)c1ccccc1,-10%,-1,4%,-7%,-4,-1,1%,1.2,1%
O=C1N=C(N2CCCC2)CN1c1ccccc1,-5%,4,-4%,3%,2,1,5%,-1.0,-4%
CCCC(=O)c1cn(CC(=O)OC)c2ccccc12,1%,-2,2%,1%,25,4,-21%,0.5,-5%
CCCC(/C=C/c1ccc(OC(C)=O)cc1)=C1/c2ccccc2C(=O)N1c1ccccc1,3%,9,-5%,2%,32,3,0%,-0.7,82%[activator]
Cc1cccc(C2Nc3ccccc3C(=O)N2NC(=O)c2ccc([N+](=O)[O-])cc2)n1 (centres undefined),-5%,-10,-31%[57.1 µM],-10%,-3,2,10%,0.6,0%[1.53 µM]

# Looked up one by one from above:
SMILES,PLK1 PBD inh,PI5P4K alpha inh,WRN inhibitor,GLP-1R agonist,D3 antag,D3 ag,GLP-1R inv ag,IL2 activator,GLP1R cytotox
CCCC(/C=C/c1ccc(OC(C)=O)cc1)=C1/c2ccccc2C(=O)N1c1ccccc1,3%,9,-5%,2%,32,3,0%,-0.7,82%[activator]
Cc1cc(C)c2nc(Cl)c(C3NC(=O)c4ccccc4N3)cc2c1 (centres undefined),-13%,-2,10%,3%,-13,-8,-2%,-0.2,16%

# Next compounds follow:
SMILES,PLK1 PBD inh,PI5P4K alpha inh,WRN inhibitor,GLP-1R agonist,D3 antag,D3 ag,GLP-1R inv ag,IL2 activator,GLP1R cytotox
COc1ccc(CNC(=O)CN(c2cc(C(F)(F)F)ccc2Cl)S(C)(=O)=O)cc1,·,·,·,0%,·,-9,-11%,·,-7%
CCCc1c(-c2ccccc2)ncn1Cc1ccccc1OC,-1%,4,-12%,3%,-3,-1,?,-0.7,0%
CCOc1ccccc1N1CCN(C(=O)c2cccc(S(=O)(=O)N3CCOCC3)c2)CC1,2%,-2,1%,11%,5,-9,0%,-3.7,-14%
Cc1cccc(C)c1NC(=O)c1cccnc1,-10%,6,2%,-1%,4,1,16%,-0.7,13%
O=C(NC1CC1)C1CCN(C2CCN(C(=O)c3c(F)cccc3Cl)CC2)CC1,-4%,-7,-6%,3%,-9,-22,1%,2.0,-7%
COc1ccccc1NCC(=O)Nc1cc(S(=O)(=O)N2CCOCC2)ccc1N1CCOCC1,0%,1,-2%,-3%,13,2,?,0.2,-4%[0.307 µM]
COc1cc(CNc2ncnc3c2ncn3[C@H]2CN(Cc3ccccc3)C[C@@H](COC(C)=O)O2)cc(OC)c1OC,-8%,1,-5%,-3%,0,-6,11%,-0.3,2%
CS(=O)(=O)N(Cc1ccco1)CC(O)Cn1cc(C=O)c2ccccc21 (centres undefined),-7%,·,1%,14%,-16,-14,0%,-3.9,11%
O=C(CSc1ccc(-c2ccco2)nn1)c1ccccc1,?,?,?,0%,15,2,22%,-0.3,3%
COc1cc(OC)cc(-c2cc3ncccc3cn2)c1,-1%,7,3%,30%,-14,-23,22%,0.3,?
COc1cc2c(OC(C)=O)c3c(c(-c4ccc5c(c4)OCO5)c2cc1OC)C(=O)OC3,-5%,-8,-10%,-6%,1,10,?,-2.1,-14%
CC(C)NC(=O)C1CCCN(S(=O)(=O)c2ccc(-n3cnnn3)cc2)C1 (centres undefined),-6%,·,-5%,-14%,-13,8,0%,0.2,?
O=C(c1ccncc1)c1ccc(N2CCN(C3CC(=O)N(Cc4ccccc4)C3=O)CC2)cc1 (centres undefined),1%,3,-11%,0%,19,11,9%,-0.2,-24%
COC(=O)Cc1[nH]c(=S)[nH]c1C(=O)OC,-15%,-5,5%,5%,-30,-3,15%,-0.2,3%
O=C(CSc1nc2nn(-c3ccccc3)c(=O)c-2c2n1CCCCC2)c1ccc(O)c(O)c1,-20%,-54*,2.8µM*,-21%,0,4,-14%,0.1,-6%
Cc1cccc(NC(=O)CCS(=O)(=O)c2cccc3nonc23)c1C,-13%,6,1%,2%,-9,-5,-21%,0.3,-19%
CN1CCN(NC(=O)C23CC4CC(CC(C4)C2)C3)CC1,-7%,-10,-4%,-2%,0,-8,17%,1.0,1%
CCOC(=O)C1=C(c2ccccc2)NC(SC)=C(C#N)C1c1ccco1 (centres undefined),-18%,·,-5%,1%,-17,-10,-1%,-0.8,-6%
CCOC(=O)C1CCN(c2ncnc3c2cnn3-c2ccc(Cl)cc2)CC1,-1%,8,-11%,-1%,-6,7,5%,0.0,13%
CCCCCC/C=N/Nc1nnc(Cc2ccc(OC)c(OC)c2)c(=O)[nH]1,-5%,7,-5%,3%,?,-5,-41%,-0.2,2%
COc1cccc(C(=O)Nc2cc(C(F)(F)F)ccc2Cl)c1,-13%,·,-8%,5%,8,-1,-4%,-1.9,8%
CC(=O)N[C@@H]1[C@@H](O)[C@@H]2OC(c3ccccc3)OC[C@H]2O[C@@H]1N=[N+]=[N-] (some centres undefined),7%,14,-5%,3%,79,-2,4%,0.0,-2%
COC(=O)C1C2CC(=O)C(C2)C1C(=O)OC (centres undefined),6%,-1,5%,-1%,-6,6,9%,2.5,-7%
Cc1cccc(CC(=O)N2CCCC2)c1,-6%,1,-4%,1%,6,4,2%,0.0,19%
CCN(Cc1cc(=O)n2cc(Cl)c(C)c(Cl)c2n1)Cc1nc2ccccc2c(=O)[nH]1,-26%,-4,-2%,10%,13,1,-10%,-0.3,-3%
Cc1csc(C(C)NC(=O)c2ccc(OC3CCN(CCc4ccccc4)CC3)cc2)n1 (centres undefined),30µM*,2,-10%,-5%,?,-16,?,-3.7,?
Cc1ccc(NC(=O)Cn2cnc3onc(-c4ccc(F)cc4)c3c2=O)c(Cl)c1,·,·,·,-9%,·,-12,-5%,·,15%
CCCCN(C)CC(O)Cn1cc(/C=C/C(=O)c2cccs2)c2ccccc21 (centres undefined),31%[activator],-1,27%,-14%,-24,-13,?,1.1,50%[activator]
C=CCNc1nc(C(=O)OCC)nc2ccccc12,-14%,-5,-4%,-5%,-13,-1,13%,-4.4,1%
CCN=C1S/C(=C\c2cc(Cl)c(OC)c(OC)c2)C(=O)N1CC,-12%,-8,1%[57.1 µM],2%,-21,0,35%,1.1,6%
COc1ccc(CNC(=O)COC(=O)/C=C/c2cccs2)cc1,-8%,-6,-2%,3%,-9,-6,19%,-3.0,14%
O=C(c1ccc(F)cc1)N1CCN(C2CC3CCC2C3)CC1 (centres undefined),-4%,·,3%,-5%,-16,-12,17%,1.9,1%
CCOc1cc(C(=O)NCC(C)(C)CNC(=O)c2cc(OCC)c(OCC)c(OCC)c2)cc(OCC)c1OCC,5%,20,-5%,1%,48,15,10µM*,0.4,-13%
Nc1ncnc2c1ncn2[C@@H]1O[C@H](CNCc2cccn2-c2nccs2)[C@@H](O)[C@H]1O,-7%,1,4%,-3%,2,-1,11%,1.4,-1%
COc1ccc(-c2ccc(=O)n(CC(=O)NC3CCc4ccccc43)n2)cc1OC (centres undefined),3%,1,2%,16%,1,5,94%[activator],-0.5,-20%
O=C(COC(=O)/C=C/c1ccc(Cl)cc1Cl)Nc1cccc(S(=O)(=O)NC2=NCCC2)c1,2%,-75*,-1%[11.6 µM],0%,23,0,-4%,-0.6,-8%
Cc1ccc(/C=C/C(=O)Nc2nnc(C)s2)o1,-12%,-22,-6%,0%,-10,-1,1%,-0.5,-6%
Cc1ccc(NC(=O)CCCn2nc(C)c3c(C)n(-c4ccccc4)nc3c2=O)cc1C,-9%,5,-5%,-3%,-6,0,-17%,-6.5,-4%
CCOC(=O)C1CCCN(C(=O)Cc2ccc(Cl)cc2)C1 (centres undefined),-10%,-9,3%,8%,3,-7,0%,-0.2,-6%
